NR2E3 ag-1 – agonists of human NR2E3 nuclear receptor; hit rate 0.35% among 360,000; inhibition of corepressor binding, % at 3.98 µM; CHO-S Gal4-NCOR/VP16-NR2E3 two-hybrid, luciferase; Q9Y5X4; AID 602229;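 active means inhibition above the mean of all tested compounds plus 3 SD, cut at about 70% in these data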;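 further: 0% = DMSO with NR2E3 transfected cells and 100% = cells lacking NR2E3 construct; higher means lower luciferase signal from less NR2E3 corepressor binding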
Target sequence (Q9Y5X4 whole entry, looked up, the tested form may be a part): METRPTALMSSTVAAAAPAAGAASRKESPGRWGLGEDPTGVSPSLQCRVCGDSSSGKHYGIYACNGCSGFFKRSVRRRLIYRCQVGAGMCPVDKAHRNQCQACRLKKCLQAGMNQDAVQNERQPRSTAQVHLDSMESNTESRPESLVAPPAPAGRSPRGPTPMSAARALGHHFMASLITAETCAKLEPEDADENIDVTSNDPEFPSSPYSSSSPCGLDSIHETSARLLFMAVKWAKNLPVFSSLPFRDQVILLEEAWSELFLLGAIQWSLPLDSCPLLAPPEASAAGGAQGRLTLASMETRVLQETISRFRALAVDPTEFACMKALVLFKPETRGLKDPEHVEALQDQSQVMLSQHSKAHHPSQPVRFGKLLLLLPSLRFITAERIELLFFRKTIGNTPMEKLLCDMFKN
CF NFkB inh – cystic fibrosis NF-kB activation inhibition. KKLEB NF-kB-GFP reporter, PAF-induced, GFP fluorescence overnight. inhibition, % at 5 µM. hit rate 0.86% among 360,000;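 active means at least 50% inhibition at 5 µM, scaled per plate between neutral and stimulator controls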;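 further: PAF is a Pseudomonas aeruginosa culture filtrate used as stimulus; plate controls were PAF-stimulated DMSO wells for no effect and unstimulated DMSO wells for full effect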
PDI turbidity – inhibitors of human protein disulfide isomerase. PDI insulin aggregation turbidity, A650, 90 min. hit rate 0.052% among 350,000. AID 588391. P07237. inhibition, % at 10 µM;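 active means mean inhibition across replicates of 30% or more, whatever share of single replicates reach that level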;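 further: absorbance from insulin aggregation driven by PDI reduction with DTT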
Target sequence (P07237 whole entry, looked up): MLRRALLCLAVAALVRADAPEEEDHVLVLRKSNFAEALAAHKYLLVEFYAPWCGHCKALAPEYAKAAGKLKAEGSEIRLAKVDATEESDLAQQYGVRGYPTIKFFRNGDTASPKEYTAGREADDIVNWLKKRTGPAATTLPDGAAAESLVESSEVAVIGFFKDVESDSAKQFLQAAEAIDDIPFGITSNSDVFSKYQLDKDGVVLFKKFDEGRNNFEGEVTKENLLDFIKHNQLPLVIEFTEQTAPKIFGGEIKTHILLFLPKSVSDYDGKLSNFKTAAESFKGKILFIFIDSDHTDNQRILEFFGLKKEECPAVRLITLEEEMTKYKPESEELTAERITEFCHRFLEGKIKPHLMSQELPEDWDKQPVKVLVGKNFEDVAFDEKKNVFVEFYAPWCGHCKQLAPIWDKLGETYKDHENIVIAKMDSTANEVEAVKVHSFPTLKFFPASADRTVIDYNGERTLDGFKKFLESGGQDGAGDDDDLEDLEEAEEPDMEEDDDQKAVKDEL
HIF-2a block – inhibitors of HIF-2a; 786-0 RCC cells HIF-2a reporter, luciferase luminescence, overnight; inhibition, % at 18.8 µM; hit rate 0.72% among 360,000;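 active means inhibition of the luminescence signal of 40% or more relative to plate controls, in a single-dose primary screen at 18.75 µM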
NR2E3 ag-2 – NR2E3 (human) agonism; inhibition of corepressor binding, % at 4.78 µM; Q9Y5X4; AID 2300; hit rate 0.12% among 320,000; GST-NR2E3/biotin-RetCOR TR-FRET, 1536-well;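 active means percent inhibition above the cutoff of mean plus 3 SD of all tested compounds, set per screening campaign, cut at about 20% in these data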;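 further: 0% = DMSO wells and 100% = biotin wells as full block of FRET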
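Material: NR2E3–RetCOR corepressor complex / Incubation: Compound–protein incubation for 5 h at 4 °C / Dosing: compound at 4.8 µM, single dose / Detection: time-resolved FRET / Benchmarks: high control biotin, low control 0.6% DMSO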
CaV13 FRET inh – Disruptors of the CACNA1D IQ motif to Ca2+-dependent inactivation inhibitor domain association, primary screening, Förster resonance energy transfer in intact living …; HEK cells, CFP/YFP FRET ICDI-IQ, plate reader, 10 min; percent FRET-ratio fall versus neutral wells; inhibition, % at 12.3 µM; hit rate 0.098% among 340,000; AID 743397;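 active means mean replicate inhibition of at least 30% and at least 1% of replicates passing that level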;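 further: 0% = median of the neutral control wells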
Vif imaging – blocks HIV Vif function; HEK293T cells, Vif self-association by quenched fluorescence, imaging, 24 h; inhibition, % at 7.49 µM; hit rate 0.35% among 340,000; AID 602346; in the data active means inhibition above about 50%, passing the limit was not always enough; further: some results filed as inactive read as strong as hits
TRPM1 prom inh – reduces MITF-dependent TRPM1 promoter luciferase signal; inhibition, % at 12.5 µM; hit rate 0.83% among 330,000; SK-MEL-5 TRPM1 promoter luciferase, 24 h; AID 488899;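 active means mean inhibition across replicates of 60% or more, whatever share of single replicates reaches that level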; further: values of inactives mirror those of a sister screen read the other way
Shn3 inh set2 – reduces Shn3 3'UTR luciferase signal in osteoblasts; hit rate 0.52% among 360,000; AID 588674; Clone20 osteoblast Shn3 3'UTR firefly luciferase, 24 h; inhibition, % at 12.5 µM;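 active means mean inhibition of at least 75% with every replicate also reaching 75%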;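 further: 0% = median of neutral control wells and 100% = pilot-screen positive control compound; some compounds past the cut are filed as inactive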
Peg3 promoter – reduces Peg3 promoter-driven luciferase expression in HeLa; HeLa PEG-Prom luciferase reporter, luminescence, overnight; inhibition, % at 20 µM; hit rate 1.7% among 360,000; AID 588405;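 active means inhibition of at least 50% at 20 µM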
KKLEB cytotox – CF airway cell cytotoxicity counter-screen; hit rate 0.36% among 360,000; AID 602141; KKLEB CF airway cells viability, ATPlite luminescence, overnight; stronger effect = lower value; cells stimulated with P. aeruginosa culture filtrate; activity change (cytotoxicity), % at 5 µM;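 active means corrected activity change at or below -50% at 5 µM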
* hit, by the source's call; · = not tested or not shown; & = joins results of further samples. Random draw from the library; overall some 3.3% were active at least once.

#1 CCCCc1nc2cc(C(=O)NCCc3c(C)n[nH]c3C)ccc2o1
#2 COc1ccccc1N1CCN(C(=S)Nc2ccccc2)CC1
#3 CCOc1ccccc1N1CCN(C(=O)c2ccc(OCC(=O)N3CCOCC3)c(OC)c2)CC1
#4 O=[N+]([O-])c1cc(C(F)(F)F)ccc1NCCNC(=S)Nc1ccc(Cl)cc1
#5 CCN1CCS/C1=C\C=C\C1=[N+](CC)CCS1
#6 COc1nc(N(C)S(=O)(=O)c2ccc(C)cc2)nc(C)c1Cl
#7 O=C(Cn1c(=O)cnc2ccccc21)NC1CCC(O)CC1 (configuration not stated)
#8 O=C(Cc1cc2ccccc2o1)NCc1ccc(F)cc1

compound no. | 1 | 2 | 3 | 4 | 5 | 6 | 7 | 8
NR2E3 ag-1 | 11 | -27&-3 | -8 | 18 | 14 | 3 | -5 | -57
CF NFkB inh | 24 | -4&-6 | -6 | 22 | 31 | -2 | -5 | 18
PDI turbidity | 7 | 4 | -4 | -6 | -4 | -7 | 1 | 3
HIF-2a block | -45 | -9&0 | 10 | -67 | 22 | -3 | 6 | -132
NR2E3 ag-2 | -1 | -1 | 0 | 0 | · | 0 | -1 | -3
CaV13 FRET inh | -2 | -5&-10 | · | -9 | 84* | -7 | -5 | -4
Vif imaging | -14 | -4 | 16 | -5 | -13 | · | 2 | 0
TRPM1 prom inh | -1 | -24 | -2 | 0 | 41 | -1 | 7 | 5
Shn3 inh set2 | -20 | 6&46 | 6 | 5 | 75 | 72 | 8 | -8
Peg3 promoter | -22 | -13&2 | 10 | 22 | 17 | 10 | 1 | -39
KKLEB cytotox | -10 | -9&3 | 8 | -8 | 1 | 19 | -15 | -12

Of the compounds above, these have fluorine:
#4 O=[N+]([O-])c1cc(C(F)(F)F)ccc1NCCNC(=S)Nc1ccc(Cl)cc1
#8 O=C(Cc1cc2ccccc2o1)NCc1ccc(F)cc1

compound no. | 4 | 8
NR2E3 ag-1 | 18 | -57
CF NFkB inh | 22 | 18
PDI turbidity | -6 | 3
HIF-2a block | -67 | -132
NR2E3 ag-2 | 0 | -3
CaV13 FRET inh | -9 | -4
Vif imaging | -5 | 0
TRPM1 prom inh | 0 | 5
Shn3 inh set2 | 5 | -8
Peg3 promoter | 22 | -39
KKLEB cytotox | -8 | -12

(next part)
#9 O=C(/C=C/c1ccc(Br)cc1)N1CCN(c2cccc(C(F)(F)F)c2)CC1
#10 CCCCn1c(N)c(N(C)C(=O)c2cccc(-n3cnnn3)c2)c(=O)[nH]c1=O
#11 COc1cc(OCC(=O)NC(C)C)cc2c1C(=O)O[C@@H](C)CCCC(=O)CCCCC2
#12 O=S(=O)(c1ccc(Cl)cc1)N1CCSC1c1ccco1 (configuration not stated)
#13 CCOC(=O)c1cccc(NC(=O)C2CCCN2S(=O)(=O)c2cccc3cccnc23)c1 (configuration not stated)
#14 COc1ccc(OC)c(NC(=O)c2ccc(OC3CSC3)cc2)c1
#15 Cc1onc(-c2ccccc2)c1C(=O)Nc1ccc(S(=O)(=O)NC(C)(C)C)cc1
#16 O=c1c2cn(Cc3ccccc3)c3ccccc3c-2nn1Cc1ccc(F)cc1Cl

compound no. | 9 | 10 | 11 | 12 | 13 | 14 | 15 | 16
NR2E3 ag-1 | 24 | -27 | -9 | -20 | -9 | -19 | 10 | 3
CF NFkB inh | -2 | 10 | 12 | 2 | -3 | 5 | -10 | -9
PDI turbidity | 3 | -7 | -3 | 3 | -4 | -3 | 0 | -8
HIF-2a block | 3 | 0 | 18 | 17 | 18 | -81 | 27 | 9
NR2E3 ag-2 | -3 | · | 0 | 3 | -1 | 2 | 4 | ·
CaV13 FRET inh | -4 | -2 | -3 | -3 | -2 | -6 | -6 | -19
Vif imaging | -1 | -6 | 11 | 6 | 9 | -3 | -2 | 17
TRPM1 prom inh | 9 | 4 | -2 | 1 | 10 | -14 | 13 | -1
Shn3 inh set2 | -2 | -2 | -19 | -43 | 18 | -7 | 14 | 4
Peg3 promoter | 25 | -1 | 12 | 19 | 15 | -51 | 25 | 2
KKLEB cytotox | -2 | 20 | -4 | 4 | 0 | -6 | -13 | 7

#17 COc1ccc(-c2nc(C#N)c(NCc3ccc(F)cc3)o2)cc1OC
#18 C=CCN1C(=O)C(O)(CC(=O)c2ccccc2)c2ccccc21 (configuration not stated)
#19 CCc1nnc(NC(=O)C2CC(=O)N(C3CCCCC3)C2)s1 (configuration not stated)
#20 O=C(CN(C(=O)c1csnn1)c1ccc(Cl)cc1)NC1CCCC1
#21 Cn1ccc(NC(=O)Nc2ccc(Cl)cc2Cl)n1
#22 O=C(CN1C(=O)NC(CCc2ccccc2)C1=O)N1CCCCCC1 (configuration not stated)
#23 O=C(O)c1ccc(-c2nnc(-c3ccc([N+](=O)[O-])cc3)o2)cc1
#24 O=C1NCCN(Cc2ccc(F)cc2)C1CC(=O)N1CC=C(c2ccccc2)CC1 (configuration not stated)

compound no. | 17 | 18 | 19 | 20 | 21 | 22 | 23 | 24
NR2E3 ag-1 | -6 | 14 | -2 | 1 | -50 | -2 | 19 | -8
CF NFkB inh | 14 | 8 | -16 | -13 | 6 | 10 | 13 | 2
PDI turbidity | 5 | -3 | 0 | 7 | 3 | 16 | 0 | 2
HIF-2a block | -79 | 13 | 7 | -6 | -226 | 5 | 17 | 16
NR2E3 ag-2 | 1 | 0 | 4 | -2 | 2 | · | 4 | 0
CaV13 FRET inh | · | -1 | -2 | -3 | -5 | -18 | 8 | -3
Vif imaging | 5 | -9 | -5 | 25 | -4 | -4 | 4 | ·
TRPM1 prom inh | -23 | 9 | -2 | -11 | -62 | · | -11 | 1
Shn3 inh set2 | -6 | 13 | 11 | -4 | -75 | -14 | 14 | 7
Peg3 promoter | -42 | 15 | 7 | -1 | -230 | 7 | 22 | 8
KKLEB cytotox | -11 | -2 | 7 | 10 | 6 | -2 | -7 | -7

#25 COc1ccc2c(c1)c(C(=O)O)c(C)n2CCc1ccc(OC)c(OC)c1
#26 CC(=O)N1N=C(c2ccc(C)cc2)OC1c1ccc(Br)cc1 (configuration not stated)
#27 C#CCOCCOCCOCCNc1nc(N2CCN(C(=O)[C@H](CC(N)=O)n3cc(C(N)[C@@H](C)CC)nn3)CC2)nc(N2CCN(C(=O)[C@H](CCCCN)n3cc([C@@H](N)CC(N)=O)nn3)CC2)n1 (some centres not stated)
#28 COc1ccc(Br)cc1C1NC(=O)c2c(sc3c2CCN(C)C3)N1 (configuration not stated)
#29 Cc1ccc(C)c(S(=O)(=O)N2CCCC2CNC(=O)C(=O)NCc2ccccc2)c1 (configuration not stated)
#30 CSCCC(C(=O)N(C)CC(=O)Nc1cccc(F)c1)N1C(=O)c2ccccc2C1=O (configuration not stated)
#31 COc1cc(C2Nc3ccc4ncccc4c3C3=C2C(=O)CC(C)(C)C3)cc(OC)c1O (configuration not stated)
#32 CC(C)(C)NC(=O)C(c1ccco1)N(C(=O)c1csnn1)c1ccccc1 (configuration not stated)

compound no. | 25 | 26 | 27 | 28 | 29 | 30 | 31 | 32
NR2E3 ag-1 | -14 | -134 | 5 | -8 | -1 | 10 | -14 | -25
CF NFkB inh | 16 | 14 | 14 | 16 | -14 | 9 | -21 | -8
PDI turbidity | -6 | -19 | 8 | -79 | 5 | 5 | -42 | -4
HIF-2a block | 26 | -321 | -7 | -5 | 18 | 11 | 0 | 4
NR2E3 ag-2 | 3 | -1 | · | · | 0 | 0 | -2 | -3
CaV13 FRET inh | -1 | -3 | -12 | · | -13 | -5 | -4 | -4
Vif imaging | 3 | -1 | -3 | · | 1 | 38 | 4 | 11
TRPM1 prom inh | 10 | -88 | 2 | 4 | 4 | 7 | 23 | 8
Shn3 inh set2 | 12 | -86 | -14 | 19 | 11 | 21 | -4 | -1
Peg3 promoter | 15 | -348 | -20 | 3 | 17 | -8 | -27 | 7
KKLEB cytotox | -7 | 1 | 1 | -5 | 2 | -3 | 10 | -4

Structural class: the entries above with bromine
#9 O=C(/C=C/c1ccc(Br)cc1)N1CCN(c2cccc(C(F)(F)F)c2)CC1
#26 CC(=O)N1N=C(c2ccc(C)cc2)OC1c1ccc(Br)cc1 (configuration not stated)
#28 COc1ccc(Br)cc1C1NC(=O)c2c(sc3c2CCN(C)C3)N1 (configuration not stated)

compound no. | 9 | 26 | 28
NR2E3 ag-1 | 24 | -134 | -8
CF NFkB inh | -2 | 14 | 16
PDI turbidity | 3 | -19 | -79
HIF-2a block | 3 | -321 | -5
NR2E3 ag-2 | -3 | -1 | ·
CaV13 FRET inh | -4 | -3 | ·
Vif imaging | -1 | -1 | ·
TRPM1 prom inh | 9 | -88 | 4
Shn3 inh set2 | -2 | -86 | 19
Peg3 promoter | 25 | -348 | 3
KKLEB cytotox | -2 | 1 | -5

Other records.
#33 CSc1nc(N)c2c(n1)OC(N)=C(C#N)C2c1cccnc1 (configuration not stated)
#34 C=CCN1C(=O)c2ccc(C(=O)OCC(=O)N(CC)C3CCS(=O)(=O)C3)cc2C1=O (configuration not stated)
#35 COc1ccccc1NC(=O)C1CCN(S(=O)(=O)c2cccs2)CC1
#36 COc1ccc(C=Nc2cccc3ncccc23)cc1
#37 CC(C)OC(=O)C(=O)NNc1ccccc1
#38 O=C(Nc1ccccc1)c1ccc(Cn2cc(C(F)(F)F)ccc2=O)cc1
#39 Cc1ccc(NC2=NCC(=O)N2Cc2ccccc2)c(C)c1
#40 COc1cc(C2N(Cc3ccccc3)CCN2Cc2ccccc2)ccc1OC(C)=O

compound no. | 33 | 34 | 35 | 36 | 37 | 38 | 39 | 40
NR2E3 ag-1 | -3 | 0 | -12 | -6 | 54 | 16 | -17 | -3
CF NFkB inh | 8 | -7 | 6 | -10 | 14 | 0 | 11 | -2
PDI turbidity | 12 | 20 | -8 | -2 | 10 | -5 | 17 | 16
HIF-2a block | 12 | 6 | 4 | 3 | 10 | 16 | 3 | 17
NR2E3 ag-2 | 4 | -1 | -1 | -2 | -2 | -1 | 0 | 0
CaV13 FRET inh | -1 | -14 | -15 | 1 | 7 | -5 | · | -12
Vif imaging | · | 3 | 13 | -18 | -12 | 0 | · | -4
TRPM1 prom inh | -5 | -13 | -2 | 7 | 8 | -2 | 2 | 3
Shn3 inh set2 | -2 | -1 | 0 | -3 | 17 | 15 | 3 | -4
Peg3 promoter | 6 | -10 | -10 | 4 | 19 | 14 | 15 | 19
KKLEB cytotox | 1 | 3 | 13 | -6 | 6 | -4 | -5 | -4

Down the list, quoted from above.
Peg3 promoter, nos. 23 to 27: 22, 8, 15, -348, -20
TRPM1 prom inh, nos. 23 to 27: -11, 1, 10, -88, 2

Bioassay records from PubChem BioAssay.
